Source: PubChem
12-LOX inh: inhibitors of human 12S-lipoxygenase ALOX12; AID 1671190; Potency, µM (titrated, usually from 108 µM), for inactives: at the highest dose activity change, negative = inhibition, hits mostly inhibitors; P18054; 580,000 compounds, 1.1% hits; purified 12hLO, xylenol orange hydroperoxide absorbance; note: % is set by controls: 0 for no effect and ±100 for the full control effect
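Purified human 12hLO at 150 nM in 25 mM Hepes, 0.01% Triton X-100, pH 7.0, preincubated 15 min at room temperature with compound. Reaction started with 40 uM arachidonic acid, 30 min at room temperature. Hydroperoxide measured by Fe-xylenol orange, 573/405 nm absorbance ratio.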
rTrxR1 inhibitor: rat TrxR1 inhibition; O89049; recombinant rTrxR1, NADPH fluorescence consumption, selenite substrate; Potency, µM (series often up to 114 µM), for inactives: top-dose activity change, negative = inhibition, hits mostly inhibitors; 390,000 compounds, 1% hits; note: % is set by controls: 0 for no effect and ±100 for the full control effect; nearly all actives have a fitted effect of over 65% in size
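Rat TrxR1 (90 nM in the dispensed reagent) was pre-reduced with 400 uM NADPH for 5 min at room temperature, then incubated with compound for 15 min. After 400 uM selenite was added, NADPH fluorescence (Ex 340/Em 450 nm) was followed for 8 min.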
RXFP1 agonist: agonists of human relaxin receptor RXFP1; Q9HBX9; HEK293T-RXFP1 cAMP TR-FRET, 30 min; response scale: percent of porcine relaxin response, buffer zero; Potency, µM (top dose mostly 57.5 µM), for the others: at the top dose activation, hits mostly activators; 370,000 compounds, 0.3% hits; AID 2676; note: % is set by controls: 0 for no effect and ±100 for the full control effect; nearly all actives have a fitted effect of over 60% in size; many of its hits are not listed in these tables
Target sequence (Q9HBX9 whole entry, looked up): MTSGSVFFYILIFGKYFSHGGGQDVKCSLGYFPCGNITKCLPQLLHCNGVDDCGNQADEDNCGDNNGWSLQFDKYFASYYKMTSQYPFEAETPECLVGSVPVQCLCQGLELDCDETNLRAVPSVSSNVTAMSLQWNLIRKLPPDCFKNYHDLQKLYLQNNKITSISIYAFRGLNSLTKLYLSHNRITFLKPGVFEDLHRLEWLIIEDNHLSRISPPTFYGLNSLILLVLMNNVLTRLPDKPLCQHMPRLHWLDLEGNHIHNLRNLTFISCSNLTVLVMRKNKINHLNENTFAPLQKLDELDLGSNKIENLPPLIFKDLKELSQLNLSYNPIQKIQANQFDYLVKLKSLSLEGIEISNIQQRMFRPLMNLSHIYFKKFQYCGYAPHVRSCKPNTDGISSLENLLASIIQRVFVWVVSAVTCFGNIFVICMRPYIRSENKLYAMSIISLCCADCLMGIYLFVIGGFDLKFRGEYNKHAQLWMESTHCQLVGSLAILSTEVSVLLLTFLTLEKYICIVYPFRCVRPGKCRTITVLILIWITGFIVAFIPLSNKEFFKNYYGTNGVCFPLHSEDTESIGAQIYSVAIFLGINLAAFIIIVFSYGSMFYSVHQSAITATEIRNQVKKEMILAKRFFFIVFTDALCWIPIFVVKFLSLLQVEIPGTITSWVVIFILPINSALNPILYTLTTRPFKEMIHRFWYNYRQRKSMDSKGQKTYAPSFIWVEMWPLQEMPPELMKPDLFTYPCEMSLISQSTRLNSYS
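HEK293 cells stably expressing RXFP1, treated 30 min at 37C with compounds plus PDE4 inhibitor Ro 20174; cAMP measured by HTRF TR-FRET. Normalized to buffer and 29 nM porcine relaxin; EC50 by Hill fit.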
TrxR1 substrate: is turned over as a substrate by rat TrxR1 | O89049 | purified TrxR1 substrate turnover, NADPH consumption readout | Potency, µM (top dose mostly 114 µM), without a hit: at the top dose activity change, negative = substrate turnover | 390,000 compounds, 0.01% hits | AID 588456; note: % is set by controls: 0 for no effect and ±100 for the full control effect; nearly all actives have a fitted effect of over 50% in size
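Rat TrxR1, dispensed at 90 nM, was prereduced with 400 uM NADPH (final) for 5 min at ~22 deg C, then incubated with compound 15 min before 400 uM selenite. A first-read NADPH fluorescence drop versus no-compound background flagged substrates.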
USP1 inh: blocks the human USP1/UAF1 deubiquitinase complex; recombinant USP1/UAF1, Ub-Rhodamine cleavage fluorescence; Potency, µM (titrated, usually from 57.1 µM), without a hit: at the highest dose activity change, negative = inhibition, usual class: inhibitors; 390,000 compounds, 0.23% hits; AID 743255; note: % is set by controls: 0 for no effect and ±100 for the full control effect; nearly all actives have a fitted effect of over 60% in size; inactives centre near -12
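USP1/UAF1 complex at 1 nM was preincubated with compound for 15 min at room temperature, then Ub-Rho substrate (150nM final) was added. Fluorescence (480/540 nm) was read kinetically, 6 reads every 60 seconds.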
RGS4 inhibitor: human RGS4 inhibition; Potency, µM (titrated, usually from 114 µM), for the others: at the highest dose activity change, negative = inhibition, hits mostly inhibitors; Transcreener GDP fluorescence polarization, RGS4-accelerated GTP hydrolysis; 390,000 compounds, 0.039% hits; AID 504845; note: % is set by controls: 0 for no effect and ±100 for the full control effect; nearly all actives have a fitted effect of over 75% in size; some results filed as inactive show a strong effect at the top dose
Target sequence (P49798 whole entry, looked up): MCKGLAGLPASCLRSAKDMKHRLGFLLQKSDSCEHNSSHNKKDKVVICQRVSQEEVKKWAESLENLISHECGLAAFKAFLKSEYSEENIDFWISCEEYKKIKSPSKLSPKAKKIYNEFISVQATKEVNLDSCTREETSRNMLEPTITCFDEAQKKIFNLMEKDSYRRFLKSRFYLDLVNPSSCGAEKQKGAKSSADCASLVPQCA
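MLSMR compounds (23 nl, pin-transferred) preincubated 10 min at room temperature with a 500nM (2x) first reagent, then RGS4 at 900nM (2x) plus Transcreener GDP mix added; fluorescence polarization (620/688 nm) read before and after 90 min at 30 °C.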
mIDH1 inhibitor: human IDH1 R132H inhibition; O75874; IDH1-R132H enzyme, NADPH consumption, diaphorase/resazurin fluorescence; Potency, µM (highest dose often 76.6 µM), for the others: top-dose activity change, negative = inhibition, actives largely listed as inhibitors; 390,000 compounds, 0.093% hits; note: % is set by controls: 0 for no effect and ±100 for the full control effect; nearly all actives have a fitted effect of over 65% in size
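IDH1-R132H (0.5 ug/mL dispensed) in pH 7.5 Tris buffer was preincubated 30 min with compound, then given a substrate mix of 0.016 mM NADPH and 2 mM alpha-KG for 80 min at room temperature; remaining NADPH was read by diaphorase/resazurin fluorescence.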
Vif-APOBEC3G blk: Vif-A3G binding inhibition | HeLa A3G-eYFP + Vif (tagged APOBEC3G with the HIV-1 protein that degrades it), YFP fluorescence, overnight | Potency, µM (highest dose often 46.1 µM), inactives show at the highest dose activity, negative = active, hits mostly inhibitors | 410,000 compounds, 0.076% hits | AID 602310;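 note: % is set by controls: 0 for no effect and ±100 for the full control effect; nearly all actives have a fitted effect of over 60% in size; hits raise eYFP signal because A3G escapes Vif-driven loss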
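HeLa cells stably expressing Vif and C-terminally eYFP-tagged A3G, seeded overnight at 37 deg C, then exposed to compound by pintool overnight at 37 deg C. Rise in yellow fluorescence (Ex 488/Em 500-530, Acumen) marks blocked Vif-driven A3G degradation.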
Vif-APOBEC3F blk: Vif-A3F binding inhibition; HeLa A3F-eYFP + Vif (tagged APOBEC3F with the HIV-1 protein that degrades it), YFP fluorescence increase; Potency, µM (highest dose often 46.1 µM), for inactives: at the top dose activity, negative = active; 390,000 compounds, 0.2% hits; AID 602313; note: % of control where 0% means no effect; nearly all actives have a fitted effect of over 65% in size
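HeLa cells stably expressing Vif plus C-terminally eYFP-tagged A3F were seeded, incubated overnight at 37 deg C, dosed with compound, incubated overnight again at 37 deg C. Yellow fluorescence (Ex 488/Em 500-530) reported blocked Vif-mediated A3F-eYFP degradation.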
* = called active by the depositor; [ ] = dose if it differs, or a comment. Calls come from the whole dose curve; as a rule, active = well fitted curve in the direction sought with a large enough effect; inconclusive = small, poorly fitted or top-dose-only effect, or another doubt; inactive = no such curve, though single readings can be large; an effect the other way counts as inactive or inconclusive. Potency is the fitted concentration of half-maximal effect.

Results for COc1ccc(N/C=C(/C(C)=O)c2ccccc2)cc1 ?
12-LOX inh: 0%; rTrxR1 inhibitor: -6%; RXFP1 agonist: -0.7%; TrxR1 substrate: -16%; USP1 inh: -7%; RGS4 inhibitor: -11%; mIDH1 inhibitor: 1%; Vif-APOBEC3G blk: 1%; Vif-APOBEC3F blk: 1%

How did Cc1ccc(C)c(S(=O)(=O)c2nnn3c2nc(NC(C)C)c2sccc23)c1 do in these assays?
12-LOX inh: -29%; rTrxR1 inhibitor: 32%; RXFP1 agonist: 11%; TrxR1 substrate: 4%; USP1 inh: inconclusive; RGS4 inhibitor: 28%; mIDH1 inhibitor: inconclusive; Vif-APOBEC3G blk: -1%; Vif-APOBEC3F blk: -16%

How did CCc1cccc(C)c1NC(=O)COC(=O)CSCc1ccccc1 do in these assays?
12-LOX inh: -17%; rTrxR1 inhibitor: -15%; TrxR1 substrate: -14%; USP1 inh: -2%; RGS4 inhibitor: 4%; mIDH1 inhibitor: 2%; Vif-APOBEC3G blk: -1%; Vif-APOBEC3F blk: 6%

Results for CC(C)OC(=O)CCC1(C(=O)O)CCC(=O)NC1 (stereo not given) ?
12-LOX inh: 15%; rTrxR1 inhibitor: 13%; RXFP1 agonist: 1.9%; TrxR1 substrate: 11%; USP1 inh: -18%; RGS4 inhibitor: -8%; mIDH1 inhibitor: 3%; Vif-APOBEC3G blk: -2%; Vif-APOBEC3F blk: -10%

How did CC(=O)c1ccc(NC(=S)N2CCCCCC2)cc1 do in these assays?
12-LOX inh: 17%; rTrxR1 inhibitor: 13%[57.1 µM]; RXFP1 agonist: 0.4%; TrxR1 substrate: 4%[57.1 µM]; USP1 inh: -9%; RGS4 inhibitor: 7%; mIDH1 inhibitor: 2%; Vif-APOBEC3G blk: 0%; Vif-APOBEC3F blk: 15%

What do the screens show for `NC(=O)NCC(c1ccccc1)C1CCCCC1` (stereo not given)?
12-LOX inh: 6%; rTrxR1 inhibitor: 5%; RXFP1 agonist: 0.0%; TrxR1 substrate: -1%; USP1 inh: -1%; RGS4 inhibitor: 0%; mIDH1 inhibitor: -8%; Vif-APOBEC3G blk: -5%; Vif-APOBEC3F blk: 3%

Results for NC(=O)C1(N2CCCCC2)CCN(C(=O)CSc2nc3ccccc3s2)CC1 ?
12-LOX inh: -5%; rTrxR1 inhibitor: 1%; RXFP1 agonist: -0.1%; TrxR1 substrate: -7%; USP1 inh: -10%; RGS4 inhibitor: 1%; mIDH1 inhibitor: 4%; Vif-APOBEC3G blk: 1%; Vif-APOBEC3F blk: 4%

Results for O=C(NC(=S)NC1CCCCCC1)c1cncc(Br)c1 ?
12-LOX inh: 32µM*; rTrxR1 inhibitor: inconclusive; RXFP1 agonist: 0.6%; TrxR1 substrate: 9%; USP1 inh: -17%; RGS4 inhibitor: 2%; mIDH1 inhibitor: -1%; Vif-APOBEC3G blk: 1%; Vif-APOBEC3F blk: -8%

How did CC(C)c1ccc(N2C(=O)C(Cl)=C(N3CCOCC3)C2=O)cc1 do in these assays?
12-LOX inh: inconclusive; rTrxR1 inhibitor: -1%[57.1 µM]; RXFP1 agonist: -0.6%; TrxR1 substrate: -1%[57.1 µM]; USP1 inh: -2%; RGS4 inhibitor: 11%; mIDH1 inhibitor: 13%; Vif-APOBEC3G blk: 1%; Vif-APOBEC3F blk: -6%

Results for Cc1c(NC(=O)c2cccc(NC(=O)Cc3ccccc3F)c2)c(=O)n(-c2ccccc2)n1C ?
12-LOX inh: 3%; rTrxR1 inhibitor: -3%; RXFP1 agonist: 0.1%; TrxR1 substrate: -2%; USP1 inh: -3%; RGS4 inhibitor: -2%; mIDH1 inhibitor: 18%; Vif-APOBEC3G blk: -8%; Vif-APOBEC3F blk: 3%

How did CC1(C)C2CCC1(C)C(NC(=O)CCN1CCCCC1)C2 (stereo not given) do in these assays?
12-LOX inh: -5%; rTrxR1 inhibitor: 10%[57.1 µM]; RXFP1 agonist: 0.5%; TrxR1 substrate: 1%[57.1 µM]; USP1 inh: 9%; RGS4 inhibitor: -6%; mIDH1 inhibitor: -10%; Vif-APOBEC3G blk: 0%; Vif-APOBEC3F blk: -14%

What do the screens show for `Clc1cccc(-c2ccc(C=Nc3ccc(N4CCOCC4)cc3)o2)c1`?
12-LOX inh: inconclusive; rTrxR1 inhibitor: -24%; RXFP1 agonist: 2.1%; TrxR1 substrate: -21%; USP1 inh: inconclusive; RGS4 inhibitor: -11%; mIDH1 inhibitor: 3%; Vif-APOBEC3G blk: -2%; Vif-APOBEC3F blk: -12%

Results for Cc1cc(C(=O)N/N=C/C(Cl)=C/c2ccccc2)c(C)o1 ?
12-LOX inh: 23%; rTrxR1 inhibitor: -7%; RXFP1 agonist: 1.4%; TrxR1 substrate: -14%; USP1 inh: -25%; RGS4 inhibitor: -47%; mIDH1 inhibitor: 4%; Vif-APOBEC3G blk: -14%; Vif-APOBEC3F blk: 8%

How did CCC(=O)N1CCc2cc(S(=O)(=O)CCC(=O)Nc3cc(Cl)ccc3OC)ccc21 do in these assays?
12-LOX inh: inconclusive; rTrxR1 inhibitor: -32%; RXFP1 agonist: 0.5%; TrxR1 substrate: -28%; USP1 inh: -11%; RGS4 inhibitor: -4%; mIDH1 inhibitor: -4%; Vif-APOBEC3G blk: 0%; Vif-APOBEC3F blk: 1%

What do the screens show for `CCN1C(=NCc2cc(OC)c(OC)c(OC)c2)N[C@@H](c2cccc(C(F)(F)F)c2)C(C(=O)OC)=C1C`?
12-LOX inh: 6%; rTrxR1 inhibitor: -4%; RXFP1 agonist: 0.9%; TrxR1 substrate: 4%; USP1 inh: inconclusive; RGS4 inhibitor: -6%; mIDH1 inhibitor: 6%; Vif-APOBEC3G blk: 0%; Vif-APOBEC3F blk: -1%

Results for COc1ccc(/C=N/NC(=O)c2ccc(O)cc2O)cc1CSc1ccccn1 ?
12-LOX inh: -3%; rTrxR1 inhibitor: -16%; RXFP1 agonist: 0.7%; TrxR1 substrate: -8%; USP1 inh: 1%; RGS4 inhibitor: 2%; mIDH1 inhibitor: 2%; Vif-APOBEC3G blk: -10%; Vif-APOBEC3F blk: -12%

Results for N=C1/C(=C\c2ccc(Br)o2)C(=O)N=C2SC(CC(=O)N3CCOCC3)=NN12 ?
12-LOX inh: -29%; rTrxR1 inhibitor: -32%; RXFP1 agonist: 1.3%; TrxR1 substrate: -18%; USP1 inh: -3%; RGS4 inhibitor: 27%[11.4 µM]; mIDH1 inhibitor: 0%; Vif-APOBEC3G blk: -2%; Vif-APOBEC3F blk: -13%

What do the screens show for `O=C(NCCc1ccccc1)C1=CCN(S(=O)(=O)c2ccccc2)CC1`?
12-LOX inh: inconclusive; rTrxR1 inhibitor: 6%; RXFP1 agonist: -0.2%; TrxR1 substrate: 0%; USP1 inh: -5%; RGS4 inhibitor: 19%; mIDH1 inhibitor: 16%; Vif-APOBEC3G blk: -2%; Vif-APOBEC3F blk: -14%

How did O=c1c(OC2OC(CO)C(O)C(O)C2OC2OC(CO)C(O)C(O)C2OC2OC(CO)C(O)C(O)C2O)c(-c2ccc(O)c(O)c2)oc2cc(O)cc(O)c12 (stereo not given) do in these assays?
12-LOX inh: -25%; rTrxR1 inhibitor: -18%; RXFP1 agonist: -1.7%; TrxR1 substrate: -6%; USP1 inh: -23%; RGS4 inhibitor: -4%; mIDH1 inhibitor: -11%; Vif-APOBEC3G blk: 5%; Vif-APOBEC3F blk: 4%

What do the screens show for `C=C(C)c1cccc(C(C)(C)NC(=O)N2CCN(C(=O)OCC)CC2)c1`?
12-LOX inh: 9%; USP1 inh: -22%; mIDH1 inhibitor: 10%; Vif-APOBEC3G blk: 0%; Vif-APOBEC3F blk: -1%

Results for C/C(CC(=O)NC1CCCC1)=N\NC(=O)C1CCCCC1 ?
12-LOX inh: 13%; rTrxR1 inhibitor: -3%[57.1 µM]; RXFP1 agonist: 2.9%; TrxR1 substrate: 7%; USP1 inh: -10%; RGS4 inhibitor: -14%; mIDH1 inhibitor: -4%; Vif-APOBEC3G blk: -4%; Vif-APOBEC3F blk: -28%

How did CCc1ccc(NC(=O)CSc2nc(C)cs2)cc1 do in these assays?
12-LOX inh: -4%; USP1 inh: -18%; mIDH1 inhibitor: 0%; Vif-APOBEC3G blk: 0%; Vif-APOBEC3F blk: -3%

How did Cc1nc(-c2ccccc2)sc1-c1nc(-c2cccnc2)ncc1S(=O)(=O)c1ccccc1 do in these assays?
rTrxR1 inhibitor: 16%; RXFP1 agonist: 5.7%; TrxR1 substrate: 14%; USP1 inh: -9%; RGS4 inhibitor: 18%; mIDH1 inhibitor: 0%; Vif-APOBEC3G blk: 5%; Vif-APOBEC3F blk: 4%

Some of the compounds tested; count on the stated rates, not on these rows.
